PI5P4Ka inh – blocks human PI5P4K alpha kinase activity; max response, %; AID 652105; PI5P4Kalpha enzyme, ADP-Glo luminescence, 60 min; stronger effect = lower value; P48426; 1.2% of 330,000 active; active = max response of -50% or lower; inconclusive = between -30% and -50%; inactive = -30% or higher; also: value at the top dose of about 77 µM; % is scaled to controls: 0 for no effect and ±100 for the full control effect
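Enzyme plus substrate dispensed, test compounds pinned in, then ATP (5 microM final) added. After 60 min at RT, ADP-Glo reagent 1 for 45 min and reagent 2 for 30 min preceded luminescence imaging.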
PTHR1 ag – activates the human parathyroid hormone receptor PTHR1 | HEK293 GP2 PTHR1 cells, GloSensor cAMP luminescence, 1 h | Potency, µM (doses to about 115 µM), without a hit: top-dose activation, actives largely listed as activators | 0.075% of 410,000 active; also: potency is read from the fitted curve at half-maximal effect; nearly all actives have a fitted effect of over 55% in size; some results filed as inactive show a strong effect at the top dose; inactives centre near -15; many of its hits are not listed in these tables
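HEK-293-derived GP2 cells expressing PTHR1 and a GloSensor cAMP reporter, 3,000/well, plated overnight, given luciferin plus IBMX (each 0.5 mM as added) for 1 h at 37 °C, then compound for 1 h at 37 °C. Luminescence was read after 15 min at room temperature.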
IL2 activator – activates IL-2 in a cell-based reporter assay; IL-2 activation reporter assay, cell-based qHTS; stimulated with anti-CD3/CD4/CD28 beads; in transgenic mouse T cells; activation, % (series mostly up to about 46 µM); 0.065% of 360,000 active; in the data active = activation above about 50%; inconclusive = mostly about 30% to 49%; also: 0% is about no effect
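Unstimulated transgenic mouse T cells; 60-min compound exposure; bead-based TCR/CD4/CD28 stimulation; 18 h culture, 37 degrees C; dual fluorescence (EGFP, DsRed) plate cytometry.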
GLP1R ag – GLP-1 receptor (human) agonism. P43220. HEK293 GLP-1R CRE-luciferase, luminescence, 4-6 h; cells express a hypersensitive GLP-1R form. Potency, µM (doses to about 45.6 µM), without a hit: at the highest dose activation, usual class: activators. 0.007% of 380,000 active. AID 624172; also: potency is read from the fitted curve at half-maximal effect; % of control where 0% means no effect
EPAC1 agonist – agonists of human EPAC1; EPAC1 agonist qHTS, biochemical assay; response scale: 100% = response to 6.5 mM cAMP; Potency, µM (highest dose often 154 µM), inactives show top-dose activation, hits mostly activators; 0.073% of 360,000 active; AID 720707; also: potency is read from the fitted curve at half-maximal effect; nearly all actives have a fitted effect of over 60% in size
Target sequence (O95398 whole entry, looked up): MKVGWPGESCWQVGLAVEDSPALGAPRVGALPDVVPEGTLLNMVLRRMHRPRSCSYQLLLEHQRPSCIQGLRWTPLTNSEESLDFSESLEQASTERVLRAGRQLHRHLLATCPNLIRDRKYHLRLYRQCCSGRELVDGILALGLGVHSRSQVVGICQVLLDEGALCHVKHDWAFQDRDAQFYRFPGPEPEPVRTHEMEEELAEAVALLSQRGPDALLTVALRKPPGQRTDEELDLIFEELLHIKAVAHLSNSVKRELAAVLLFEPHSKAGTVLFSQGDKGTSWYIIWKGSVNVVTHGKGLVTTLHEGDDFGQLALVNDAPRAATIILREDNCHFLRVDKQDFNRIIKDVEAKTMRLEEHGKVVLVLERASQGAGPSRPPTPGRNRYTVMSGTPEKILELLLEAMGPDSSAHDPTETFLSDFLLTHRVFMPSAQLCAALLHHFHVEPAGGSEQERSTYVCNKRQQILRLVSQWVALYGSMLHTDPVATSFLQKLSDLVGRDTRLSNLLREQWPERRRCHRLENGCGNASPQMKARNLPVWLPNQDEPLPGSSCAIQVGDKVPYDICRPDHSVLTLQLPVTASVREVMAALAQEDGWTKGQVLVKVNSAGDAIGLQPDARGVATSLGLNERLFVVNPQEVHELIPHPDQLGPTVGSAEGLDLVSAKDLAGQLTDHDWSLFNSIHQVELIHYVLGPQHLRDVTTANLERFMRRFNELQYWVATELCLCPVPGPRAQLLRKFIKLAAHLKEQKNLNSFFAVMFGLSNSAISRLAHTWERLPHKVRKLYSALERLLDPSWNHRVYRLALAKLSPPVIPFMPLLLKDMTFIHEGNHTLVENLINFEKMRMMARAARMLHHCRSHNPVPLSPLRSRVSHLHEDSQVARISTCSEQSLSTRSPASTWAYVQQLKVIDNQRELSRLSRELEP
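Nucleotide exchange assay: 100 nM EPAC1 with 250 nM Rap1B loaded with BODIPY-GDP and 50 uM GDP, room temperature. Fluorescence (480/540 nm) read every 5 min for 30 min; signal change normalized to 6.5 mM cAMP as full agonist.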
EPAC1 antag – blocks human EPAC1 exchange factor; O95398; EPAC1 GEF assay, Rap1b-BODIPY-GDP exchange fluorescence; Potency, µM (series often up to 115 µM), for the others: top-dose activity change, negative = inhibition, usual class: inhibitors; 0.14% of 360,000 active; AID 720709;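 also: potency is read from the fitted curve at half-maximal effect; plate controls were vehicle for no effect and positive control for full effect; nearly all actives have a fitted effect of over 50% in size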
PLK1 PBD block – PLK1 (human) polo-box domain binding inhibition; P53350; Plk1 PBD binding of FITC phosphopeptide, fluorescence polarization; Potency, µM, for the others: max response, negative = inhibition, hits mostly inhibitors; 2.8% of 360,000 active; also: potency is read from the fitted curve at half-maximal effect; series mostly up to about 57 µM; % is scaled to controls: 0 for no effect and ±100 for the full control effect; nearly all actives have a fitted effect of over 65% in size
GLP-1R inv ag – GLP-1 receptor (human) inverse agonism; Potency, µM (highest dose often 38.3 µM), without a hit: at the top dose activity change, negative = inhibition, hits mostly inhibitors; P43220; 1.6% of 410,000 active; HEK293 GLP-1R CRE-luciferase, luminescence, 24 h; GLP-1R form is constitutively active; also: potency is read from the fitted curve at half-maximal effect; % is scaled to controls: 0 for no effect and ±100 for the full control effect; nearly all actives have a fitted effect of over 55% in size
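Readout was luciferase luminescence, measured 12 min after detection reagent at room temperature. Beforehand, GLP-1R reporter HEK293 cells had sat 12 h, then received compounds for 24 hr at 37 deg C.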
HEK293 tox – cytotoxicity counter-screen for GLP-1 receptor inverse agonists. HEK293 cAMP-luciferase reporter cells, luminescence, 24 h. Potency, µM (highest dose often 38.3 µM), without a hit: at the top dose activity change, negative = inhibition, most hits filed as inhibitors. 0.13% of 410,000 active;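 also: loss of luciferase light is scored as toxicity; potency is read from the fitted curve at half-maximal effect; % is scaled to controls: 0 for no effect and ±100 for the full control effect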
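MLSMR compounds, 24 hr on cells at 37 deg C/5% CO2; luminescence after luciferase reagent (12 min RT). Inhibition counted as the undesired cytotoxic outcome.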
Starred values were filed as active, the others as inactive; i = inactive; u = inconclusive; x = not tested or not shown; [ ] = another dose, or the depositor's remark. Unless noted, calls follow the shape of the dose curve; as a rule, active = well fitted curve in the direction sought with a large enough effect; inconclusive = small, poorly fitted or top-dose-only effect, or another doubt; inactive = no such curve, though single readings can be large; an effect the other way counts as inactive or inconclusive.

canonical_smiles | PI5P4Ka inh | PTHR1 ag | IL2 activator | GLP1R ag | EPAC1 agonist | EPAC1 antag | PLK1 PBD block | GLP-1R inv ag | HEK293 tox
Cc1ccc(-n2nnc3c(=O)n(CC(N)=O)cnc32)cc1 | -2 | -8% | -0.1 | 8% | 2% | 14% | 1% | 28% | 3%
Cc1cccc(NC(=O)Nc2cc(C)on2)c1 | 1 | i | 1.7 | -5% | -3% | -10% | -11% | 2% | -17%
CCCCn1c(-c2csc3c2CCCC3)n[nH]c1=S | x | -2%[57.5 µM] | -0.9 | -9% | 0% | 0% | -11% | 0% | -8%
COc1ccccc1NC(=O)Nc1ccc2c(c1)OCCO2 | -1 | -3%[57.5 µM] | -2.3 | -7% | 5% | 0% | -9% | -2% | -16%
Cc1nn(Cc2cccc(Oc3ccccc3)c2)c(C)c1NC(=O)NC12CC3CC(CC(C3)C1)C2 | 2 | -28% | -0.4 | -15% | 13% | 8% | 3% | 3% | -9%[1.53 µM]
N#Cc1cc2cc3c(cc2nc1SCC(=O)N1CCOCC1)OCO3 | -10 | i | -2.7 | 12% | 4% | 6% | -6% | 2% | 6%
CC(C)(O)C#Cc1ccc(CN2CCN(Cc3ccccc3)C(CCO)C2)s1 (stereo not drawn) | 2 | i | -0.7 | 12% | 5% | -14% | -7% | -45% | -7%
CCC(C)(C(=O)NC1CCCCC1)N(Cc1ccco1)C(=O)c1ccc2c(c1)OCO2 (stereo not drawn) | -2 | -35%[inhibitor][57.5 µM] | 1.1 | -8% | -3% | 7% | -2% | -6% | -15%
Cc1ccc(CS(=O)(=O)c2cn(CC(=O)Nc3ccon3)c3ccccc23)cc1 | u | -3% | -3.5 | 20% | 9% | 1% | 3% | u | -2%
CCOC(=O)N1CCC(NC(=O)c2cc(C(=O)Nc3cccc(C(F)(F)F)c3)ccc2CO)CC1 | 4 | -26% | 0.5 | 3% | 2% | -6% | -5% | -16% | -4%
CS(=O)(=O)c1ccc(Nc2nc(C(N)Cc3ccc(F)cc3)cs2)cc1 (stereo not drawn) | 1 | -25% | -0.5 | -5% | 2% | 8% | -5% | u | -12%
Cc1nc2ccccn2c1C(=O)NNC(=O)Nc1ccccc1 | -3 | i | -2.5 | -1% | -4% | 4% | -17% | 5% | 7%
O=C(O)c1ccc(NC(=O)c2ccc3c(c2)C(=O)N(CC2CCCO2)C3=O)cc1 (stereo not drawn) | -6 | i | 0.8 | 4% | -1% | -6% | -4% | 1% | 4%
C=C(C)C(=O)N1CC2(CC(c3cccc(NC(=O)c4ccccc4)c3)=NO2)C[C@@H]1C(N)=O (stereo partly drawn) | -3 | -5% | 0.9 | -3% | 2% | -20% | 3% | -7% | -12%
COc1ccc([C@H]2CC(=O)C=C(c3ccc4ccccc4c3)C2)cc1OC | 8 | -80%[inhibitor] | -0.4 | 10% | 7% | 1% | -9% | 23% | 9%
COc1ccc(N2C(=O)CC(Sc3nc4ccccc4s3)C2=O)cc1 (stereo not drawn) | -18 | 0% | -1.0 | 2% | -6% | -15% | -15% | 5% | 4%
COc1ccc(NS(=O)(=O)c2ccc(SC)cc2)c(OC)c1 | x | -4%[57.5 µM] | -0.3 | 6% | 8% | -10% | -5% | u | -2%
CCOC(=O)Nc1sc2c(c1C(=O)OCC)CCC2 | x | -17%[57.5 µM] | -3.5 | 8% | 7% | 2% | 0% | -4% | 3%
CC12CN(C(=O)c3ccccc3Br)CC(C)(CN(C(=O)c3ccccc3Br)C1)C2=O | 1 | i | 0.6 | 2% | 2% | 4% | 5% | 8% | -7%
CCOC(=O)N1CCC(NC(=O)c2cc3c(-c4ccccc4F)nn(C)c3s2)CC1 | 0 | i | -3.3 | 4% | -7% | 6% | -2% | 15% | -6%
O=C(NCC1CCCO1)c1cccc2ccccc12 (stereo not drawn) | -2 | -1% | -1.4 | 6% | 9% | -8% | -10% | -15% | 6%
Cc1cc(OCC(=O)Nc2nnc(C3CC3)s2)ccc1C(C)C | 6 | -22% | 0.8 | -1% | 3% | 4% | 3% | 6% | 4%
COC(=O)c1cc(S(=O)(=O)n2nc(C)c(Br)c2C)c(Cl)cc1Cl | 10 | -13%[57.5 µM] | 0.1 | -13% | 9% | 6% | -11% | -9% | 6%
NC(=O)c1ccc(NC(=O)CCc2nc3ccccc3s2)cc1 | u | -24% | 1.2 | 6% | 19% | -6% | -13% | 7% | -7%
O=C(CCC(=O)c1cccs1)NCc1ccncc1 | -7 | -23% | -1.0 | -1% | 0% | -3% | -4% | 33%[activator] | -1%
Cn1c(N)c(C(=O)COC(=O)CC(NC(N)=O)c2ccc(Cl)cc2)c(=O)n(C)c1=O (stereo not drawn) | 2 | i | 0.9 | 0% | 16% | -22% | -8% | 7% | -3%
CCn1c(SCC(=O)c2ccc3c(c2)OCCO3)nnc1-c1ccco1 | -18 | i | -2.6 | -2% | -6% | 10% | -17% | u | -14%
CCn1cc(CN2CCC(n3nccc3NC(=O)c3cccc(F)c3)CC2)cn1 | 1 | i | 0.5 | 0% | -11% | -10% | -1% | 14% | -9%
CC1CCCCN1S(=O)(=O)c1ccc(S(=O)(=O)N2CCCC2)cc1 (stereo not drawn) | 1 | i | -2.6 | 7% | 6% | 5% | 2% | -24% | 2%
COc1cccc(CNC(=O)Cc2ccc(S(=O)(=O)N3CCOCC3)s2)c1 | -1 | i | 0.0 | -2% | 3% | -4% | -5% | -7% | 2%
Cc1cccc(N2CCN(C(=O)Cn3cccc3)CC2)c1C | -5 | -19% | 0.5 | 10% | -2% | 21% | -14% | -25% | 0%
CC1CCN(S(=O)(=O)c2ccc3c(ccn3CCC(=O)N3CCCCC3)c2)CC1 | 6 | -22% | -4.8 | -5% | -1% | 3% | -9% | u | -16%
CC(C)CN1C(=O)C(=O)N(CC(=O)N(C)CC(=O)Nc2ccc(F)cc2)C1=O | 1 | i | 2.2 | -1% | 5% | -2% | 3% | 15% | -10%
O=C(COC(=O)COc1ccccc1F)Nc1ccc(Cl)cn1 | 3 | i | -1.1 | -2% | 2% | 2% | 0% | 7% | 8%
COc1cccc(C(=O)/C=C/Nc2cc(C)ccc2O)c1 | x | -26%[57.5 µM] | -0.3 | 10% | 15% | -20% | 3% | -16% | -25%
CC(C)c1c(Cl)c(O)c(-c2ccccc2)c(=O)n1-c1ccc(F)cc1 | 4 | -24% | -0.5 | 1% | 0% | u | 1% | -27% | 0%
O=C(Nc1cnccn1)c1cccs1 | x | u | 1.7 | 10% | 6% | -9% | -11% | 0% | 21%
O=C(O)CCCCCNCc1c(Cl)cccc1Cl | 3 | -82%[inhibitor] | -3.2 | 4% | 10% | 1% | -19% | 5% | -8%
CC(C)OCc1c(C(=O)OC/C(O)=C(\C#N)c2nc3ccccc3[nH]2)oc2ccccc12 | u | i | 0.1 | 7% | 7% | 8% | -10% | 15% | 4%
O=C(NCc1cc(Cl)cc(Cl)c1)c1ccc2nc([C@@H]3O[C@H](CO)[C@@H](O)[C@H]3O)[nH]c2c1 | 3 | -11% | 0.1 | -3% | 7% | -7% | -7% | 20% | -8%
CC(CNC(=O)COc1ccccc1)OC(=O)Nc1ccc(Cl)c(Cl)c1 (stereo not drawn) | 30 | -33%[inhibitor] | 0.3 | -3% | 1% | u | -12% | u | 12%
COC(=O)C1=C(C)N(C)C(C)=C(C(=O)OC)C1c1ccc(F)c(Br)c1 | 9 | -5% | 0.0 | 10% | 19% | 0% | -5% | u | -5%
Cn1c(SCc2cccc(C(F)(F)F)c2)nnc1-c1ccco1 | 5 | i | -4.2 | -2% | 1% | 16% | -5% | -16% | -20%
CCc1ccc2c(c1)NC(=O)C2(C)Cc1ccc(Cl)s1 (stereo not drawn) | 2 | i | -0.8 | -6% | -5% | -15% | -10% | u | -26%
COc1ccc(N2CCN(C(=O)/C=C/[C@H]3O[C@@H](n4ccc(=O)[nH]c4=O)[C@H](O)[C@@H]3O)CC2)cc1 | -1 | -14% | 3.2 | 5% | 2% | -2% | -1% | 29% | -2%
NC(=O)c1ccccc1NC(=O)C(c1ccccc1)c1ccccc1 | 38 | i | -0.7 | 5% | 4% | -1% | 3% | u | -1%
CC(=O)Nc1ccc(S(=O)(=O)NC2(C(F)(F)F)C(=O)NC(C)=C2C#N)cc1 (stereo not drawn) | -14 | -9% | -4.3 | -2% | -3% | -4% | -12% | 19% | 4%
COc1ccc(C)cc1N(CC(=O)NCCN1CCOCC1)S(=O)(=O)c1ccccc1 | -4 | i | -3.3 | 6% | 3% | 4% | -6% | 30% | 7%
CC(C)[C@H](NC(=O)NCCc1ccccc1)C(=O)O | 2 | -15%[57.5 µM] | 1.1 | -2% | -8% | 12% | 0% | 5% | -8%
COc1ccccc1CC(=O)Nc1ccc(S(=O)(=O)N(C)C2CCN(C)CC2)cc1 | -1 | -13% | 1.0 | -6% | 18% | 5% | -4% | -15% | 17%

Additional structures:
canonical_smiles | PI5P4Ka inh | PTHR1 ag | IL2 activator | GLP1R ag | EPAC1 agonist | EPAC1 antag | PLK1 PBD block | GLP-1R inv ag | HEK293 tox
O=C(/C=C/c1ccc(Cl)cc1Cl)N(Cc1ccccc1)C1CCS(=O)(=O)C1 (stereo not drawn) | 22 | -22% | 0.7 | 0% | 5% | -7% | -3% | 4% | -4%
CCOC(=O)C1=CNS(=O)(=O)NC1CCc1ccccc1 (stereo not drawn) | -4 | -27% | 1.5 | 0% | 3% | -3% | -11% | -21% | 2%
CCOCCn1ccc2c(OCC(=O)Nc3ccc(OC)c(OC)c3)cccc2c1=O | -1 | -17% | -0.5 | 8% | 8% | 5% | -1% | 34%[activator] | 0%
CCn1c(=O)c2[nH]c(Cl)nc2n(CC)c1=O | -29 | i | -3.5 | 0% | 8% | 2% | 0% | u | -12%
CC[C@]12c3[nH]c4ccc(Cl)cc4c3CCN1C(=O)[C@@H](CC(=O)NCc1ccco1)C[C@@H]2C(=O)N1CCN(C(=O)C2CC2)CC1 | 0 | 10% | 0.5 | 2% | 1% | -18% | -6% | 4% | 5%
COc1ccc(-c2nc3cc(C)ccn3c2NC(=O)c2cccc(F)c2)cc1 | x | -4% | x | 7% | x | x | x | -4% | -19%
Cc1oc(C(=O)Nc2ccc(O)cc2)cc1COc1ccccc1 | -12 | i | -0.2 | 1% | 12% | 8% | -10% | u | -21%

Compound activity (PubChem)

An excerpt; the hit share may differ from the screen's.
